Source: PubChem (several laboratories)
aDG glyco act: alpha-DG glycosylation activation; Pro5-aDG cells, alpha-DG glycosylation AlphaScreen (IIH6); 0% Pro5, 100% B10-LARGE cell signal; activation, % at 10 µM; actives 0.22% (n = 360,000); AID 624168;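 active = activation of at least 8% versus controls, or a plate z-score of at least 8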;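 also: Pro5 are CHO cells carrying HIG-tagged alpha-DG that lacks glycosylation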
HTR2A ag: mouse HTR2A agonism via beta-arrestin recruitment; P35363; CHO-K1 mHTR2A beta-arrestin complementation, luminescence; percent of 30 µM serotonin response; activation, % at 7.6 µM; actives 0.66% (n = 360,000); AID 624169;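 active = activation above a run cutoff, the mean activation of all tested compounds plus 3 SD, cut at about 14% in these data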;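 also: 0% = plate median of compound wells and 100% = 30 µM serotonin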
Target sequence (P35363 whole entry, looked up): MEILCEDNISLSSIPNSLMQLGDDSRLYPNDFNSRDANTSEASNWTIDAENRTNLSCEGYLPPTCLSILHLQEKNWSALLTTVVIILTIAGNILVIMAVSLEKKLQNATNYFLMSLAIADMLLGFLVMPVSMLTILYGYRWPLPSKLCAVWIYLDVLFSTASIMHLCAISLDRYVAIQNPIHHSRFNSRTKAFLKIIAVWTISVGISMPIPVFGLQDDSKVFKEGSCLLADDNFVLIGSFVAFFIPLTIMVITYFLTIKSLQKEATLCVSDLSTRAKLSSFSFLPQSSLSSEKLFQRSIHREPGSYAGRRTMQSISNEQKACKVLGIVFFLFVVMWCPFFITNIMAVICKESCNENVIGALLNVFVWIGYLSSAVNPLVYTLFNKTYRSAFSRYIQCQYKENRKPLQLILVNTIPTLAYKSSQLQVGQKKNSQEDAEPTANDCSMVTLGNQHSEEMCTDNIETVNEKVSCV
PDI inh: PDI (human) enzyme inhibition; PDI insulin aggregation turbidity, A650, 90 min; inhibition, % at 10 µM; actives 0.052% (n = 350,000); AID 588391;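 active = mean inhibition across replicates of 30% or more, whatever share of single replicates reach that level; inconclusive = mean inhibition below 30% while every single replicate reaches 30%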;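 also: absorbance from insulin aggregation driven by PDI reduction with DTT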
Target sequence (P07237 whole entry, looked up): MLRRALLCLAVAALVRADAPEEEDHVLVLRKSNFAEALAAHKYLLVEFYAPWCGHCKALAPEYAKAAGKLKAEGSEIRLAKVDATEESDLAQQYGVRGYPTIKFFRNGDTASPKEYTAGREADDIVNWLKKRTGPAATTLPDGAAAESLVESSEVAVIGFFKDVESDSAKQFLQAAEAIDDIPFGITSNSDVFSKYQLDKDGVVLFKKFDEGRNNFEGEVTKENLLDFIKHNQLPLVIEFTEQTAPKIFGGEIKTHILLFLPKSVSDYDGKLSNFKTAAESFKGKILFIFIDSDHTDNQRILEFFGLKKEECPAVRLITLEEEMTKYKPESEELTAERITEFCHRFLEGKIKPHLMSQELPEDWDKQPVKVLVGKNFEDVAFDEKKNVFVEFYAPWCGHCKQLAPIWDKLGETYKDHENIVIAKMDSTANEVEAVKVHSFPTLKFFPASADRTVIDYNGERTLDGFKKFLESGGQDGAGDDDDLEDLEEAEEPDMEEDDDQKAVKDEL
hiPSC survival: increases survival of single human iPS cells | hiPSC single-cell survival, ATPlite luminescence; 100% = ROCK inhibitor wells, 0% = DMSO | survival enhancement, % at 20 µM | actives 0.044% (n = 360,000); in the data active = survival enhancement above about 18%;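 also: cells exposed to compounds for 16 hours before the ATP read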
Granule exo inh: lytic granule exocytosis inhibition | inhibition, % at 10 µM | AID 651702 | actives 0.66% (n = 360,000) | TALL-104 LAMP-1 surface exposure, flow cytometry; cells stimulated with thapsigargin and PMA;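 active = inhibition above about 55%, limit read from the data; inconclusive = no clear call, values can overlap the other calls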
Vif imaging: blocks HIV Vif function; actives 0.35% (n = 340,000); inhibition, % at 7.49 µM; HEK293T cells, Vif self-association by quenched fluorescence, imaging, 24 h; in the data active = inhibition above about 50%, passing the limit was not always enough; inconclusive = no clear call, values can overlap the other calls; inactive = below about 31%; also: some results filed as inactive read as strong as hits
H9c2 protect: modulators protecting cardiomyocytes from myocardial damage | protection from H2O2 cell death, % at 20 µM | H9c2 cardiomyocytes, H2O2 injury protection, ATPLite, 2 h | actives 0.63% (n = 360,000);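 active = compounds giving at least 50% protection of heart cells from peroxide-induced death in the single-dose screen, raw or plate-pattern-corrected value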;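 also: 0% = DMSO wells with peroxide and 100% = DMSO wells without peroxide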
ABCB6 inh MLPCN: human ABCB6 transporter inhibition. Q9NP58. fluorescence ratio to DMSO, % at 10 µM. K562-ABCB6 porphyrin accumulation, flow cytometry, 1 h; hits give low values. actives 0.19% (n = 360,000);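 active = fluorescence ratio to DMSO below 75%, the collection mean minus 3 SD; inconclusive = too few cells collected in the well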;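 also: signal is porphyrin accumulated inside mitochondria; 100% equals median channel fluorescence of DMSO control wells; lower ratio means ABCB6 inhibition with less porphyrin fluorescence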
CaV13 ICDI inh: Disruptors of the CACNA1D IQ motif to Ca2+-dependent inactivation inhibitor domain association, primary screening, Förster resonance energy transfer in intact living …; HEK cells, CFP/YFP FRET ICDI-IQ, plate reader, 10 min; percent FRET-ratio fall versus neutral wells; inhibition, % at 12.3 µM; actives 0.098% (n = 340,000); AID 743397;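 active = mean replicate inhibition of at least 30% and at least 1% of replicates passing that level; inconclusive = only one of the two criteria is met; inactive = neither criterion is met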;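 also: 0% = median of the neutral control wells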
Glyco luc inh: N-linked glycosylation inhibition; D54 ERlucT glycosylation luciferase reporter, 24 h; percent of 100 nM tunicamycin response; actives 0.23% (n = 360,000); reporter increase, % at 12.5 µM;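 active = mean luciferase reporter signal, scaled so untreated is 0 and the glycosylation-blocking control 100, at or above a set limit in every replicate; inconclusive = mean reaches the limit but not every replicate does; inactive = mean below the limit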;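 also: luciferase carries N-glycosylation sites so blocking glycosylation raises the light; 0% = median of neutral control wells and 100% = median of 100 nM tunicamycin wells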
* = called active by the depositor; ? = inconclusive; . = no result given. Rows were taken by chance; about 3.1% have a hit in one of these screens.

SMILES	aDG glyco act	HTR2A ag	PDI inh	hiPSC survival	Granule exo inh	Vif imaging	H9c2 protect	ABCB6 inh MLPCN	CaV13 ICDI inh	Glyco luc inh
COC(=O)C1=NN(c2ccc(C)cc2)C2C(=O)N(c3ccccc3OC)C(=O)C12 (stereo not given)	0.3	2	-3	1.2	1	-3	2	97	-4	2
COc1ccccc1NC(=O)COC(=O)CCc1ccc(S(=O)(=O)N2CCOCC2)cc1	0.0	2	7	0.5	6	-2	6	99	-7	1
Cn1c(CCNC(=O)c2ccccc2)nc2cc(NC(=O)C3CCCCC3)ccc21	0.1	8	-2	-0.4	0	16	1	96	-8	-2
O=[N+]([O-])c1ccc(O)c(C(C#Cc2ccccc2)N2CCOCC2)c1 (stereo not given)	-0.1	3	3	-0.6	1	0	-5	91	-5	-2
COC(=O)CNC(=O)C1CCC(CNS(=O)(=O)c2cccc3nsnc23)CC1 (stereo not given)	0.1	5	1	2.2	-1	1	5	95	-7	1
CCc1cc2c(NC(C(=O)O)C(C)C)ncnc2s1 (stereo not given)	-0.1	0	-5	0.5	-3	.	-3	97	-4	1
O=C(CN1C(=O)c2ccccc2S1(=O)=O)NCc1cccnc1	-0.1	0	0	6.2	-2	2	5	105	-5	2
COC(=O)C1CCCN1C(=O)C1CCCN1C(=O)CNC(=O)OCc1ccccc1 (stereo not given)	0.0	1	0	-0.4	-1	4	10	95	0	-2
NS(=O)(=O)c1ccc(CCNC(=O)c2ccc(Cl)s2)cc1	0.1	-2	-2	-0.1	8	4	-5	99	-7	-1
COc1ccc(CNC(=S)Nc2ccc3nc(N4CCN(C)CC4)cc(C)c3c2)cc1	0.1	-8	-1	3.4	33	1	1	118	1	-1
CCN(CC(=O)NCc1ccc(F)cc1)C(=O)CCNS(=O)(=O)c1cccc(C)c1	-0.1	1	-5	-0.4	1	3	-1	85	-5	2
CC(=O)NS(=O)(=O)c1ccc(NC(=O)C2c3ccccc3Oc3ccccc32)cc1	-0.2	2	-2	-2.0	0	-10	-4	98	-6	4
O=C(CN1CCN(c2ccccn2)CC1)NCCc1ccccc1	-0.1	2	-7	1.3	1	0	-4	98	.	-2
COc1ccc(C(C)=O)cc1CS(=O)(=O)CC(=O)NCCc1c[nH]c2ccccc12	-0.3	-12	1	-0.1	15	-2	34	92	-5	-2
Cc1cc(Sc2nc(NC(C)C)nc(NC(C)C)n2)nc(Cl)n1	0.1	2	-6	0.0	-2	-2	0	97	-3	0
Cc1ccc2c(Cl)c(C(=O)NCCCN3CCOCC3)sc2c1	0.1	-2	5	0.2	-1	-2	-1	97	-3	-2
CCOc1ccc(OCCC(=O)OCC(=O)Nc2ccc3c(c2)OCO3)cc1	0.0	2	3	2.4	-14	5	-8	91	-15	1
O=C(CC12CC3CC(CC(C3)C1)C2)N1CCCOC1	0.0	7	0	3.0	-3	-6	3	100	-5	2
Cn1cc(CNCc2ccc(OC(F)(F)F)cc2)c(-c2ccc3c(c2)OCCO3)n1	1.1	0	8	-0.4	3	17	-16	91	-2	1
O=S(=O)(NCCc1ccc(F)cc1)c1cc(C(F)(F)F)ccc1Br	-0.3	3	1	-2.0	-5	.	-25	97	-5	-1

The list goes on, starting with the last 3 of the part before.
SMILES	aDG glyco act	HTR2A ag	PDI inh	hiPSC survival	Granule exo inh	Vif imaging	H9c2 protect	ABCB6 inh MLPCN	CaV13 ICDI inh	Glyco luc inh
O=C(CC12CC3CC(CC(C3)C1)C2)N1CCCOC1	0.0	7	0	3.0	-3	-6	3	100	-5	2
Cn1cc(CNCc2ccc(OC(F)(F)F)cc2)c(-c2ccc3c(c2)OCCO3)n1	1.1	0	8	-0.4	3	17	-16	91	-2	1
O=S(=O)(NCCc1ccc(F)cc1)c1cc(C(F)(F)F)ccc1Br	-0.3	3	1	-2.0	-5	.	-25	97	-5	-1
CCn1ncc(C2=NOC(C(=O)Nc3cccc(C(C)=O)c3)C2)c1C (stereo not given)	1.1	1	-3	-3.5	0	-11	-6	91	-5	-3
CCOC(=O)Nc1ccc(OCc2nnc3c4ccccc4c(C)nn23)cc1	0.3	0	-1	-0.1	3	11	5	99	-5	5
Cc1ccc(N(CC(=O)NC2CC2)S(=O)(=O)c2ccccc2)c(C)c1	-0.3	-7	9	0.0	4	3	1	100	-5	-2
C=CCn1c(SCC(=O)NCC(c2ccccc2)N(C)C)nc2sc3c(c2c1=O)CCC3 (stereo not given)	0.4	-3	11	-0.5	-3	0	-1	96	-15	-2
CN1CCc2c(sc3c2C(=O)NC(c2cn(Cc4ccccc4)c4ccccc24)N3)C1 (stereo not given)	1.1	-4	0	1.6	-2	4	-3	111	-5	-11
CSCCC(NC(=O)c1cc([N+](=O)[O-])ccc1Cl)C(=O)O (stereo not given)	0.3	3	-1	-1.6	-2	2	1	100	-5	0
COc1ccccc1NC(=O)c1cn(C)c(=O)c2cc(OC)c(OC)cc12	0.2	-1	10	2.8	-1	-6	2	93	.	5
CC(=O)c1ccc(NC(=O)c2ccc3c(c2)C(=O)N(c2ccccn2)C3=O)cc1	-0.1	5	-3	0.3	-9	-12	1	94	-8	-1
O=C(Nc1ccc(NC(=O)C2CC2)nc1)c1ccncc1	0.2	0	2	4.0	2	12	-4	93	.	0
Cc1nccn1CCC(=O)Nc1ccc(Cl)cc1	0.0	3	-1	-0.1	3	-3	9	92	-7	1
COC(=O)c1ccc(NS(=O)(=O)c2cc(-c3cc(C)no3)ccc2OC)cc1	-0.1	6	0	-0.4	36	-2	2	99	-15	?
O=C(NCCN1CCOCC1)c1ccc(NS(=O)(=O)c2ccccc2)cc1	-0.2	-1	0	-0.1	-5	6	-1	106	.	2
CCC(C)NC(=O)C(Cc1ccccc1)NS(=O)(=O)c1ccc2c(c1)CCC(=O)N2 (stereo not given)	-0.2	0	15	1.6	-1	13	4	95	-4	2
CC(C)c1ccccc1-n1cc[nH]c1=S	0.1	0	12	-0.4	3	3	2	90	-7	2
CCc1c(C#N)c(N)nc(SCC(=O)OCc2ccccc2)c1C#N	-0.2	-2	-5	2.9	-1	0	-1	98	-4	3
CN(C)C(=O)Cn1c(SCC(=O)Nc2ccc3c(c2)OCO3)nc2ccccc21	0.3	-4	-8	-4.0	-5	2	-5	102	-5	-2
COc1ccc(/C=C/C(=O)OCC(=O)NCc2ccco2)c(OC)c1	0.0	-3	-3	-0.3	-1	-3	0	95	-3	3
O=C(CSc1nc(-c2ccco2)cc(C(F)(F)F)n1)NCCCN1CCOCC1	-0.1	2	5	0.3	-4	7	-2	98	-6	2
Cc1nc2ccc(N)nc2nc1C	-0.2	1	9	-2.0	-4	12	-3	98	-6	2
COc1ccccc1Oc1nc2c(c(=O)n(Cc3ccccc3F)c(=O)n2C)n1C	0.7	2	-9	-0.5	-1	-3	-6	74*	-6	0
C=C1c2nc3ccccc3n2C=C(c2ccc(C)cc2)N1c1ccccc1	0.6	2	-1	-3.4	90*	-10	-18	90	-5	22
COc1ccccc1CNC(=O)c1ccc(N2CCOCC2)c([N+](=O)[O-])c1	-0.1	-6	-6	0.9	-1	3	-5	98	-7	0
O=c1c2c3nc4ccccc4nc3n(CC3CCCO3)c2ncn1CCc1ccccc1 (stereo not given)	-0.4	2	-9	-1.8	-4	.	39	97	.	1
COc1ccc(C(=O)NNC(=O)CCC(=O)Nc2ccc(C)cc2C)cc1	-0.2	-3	-9	0.6	6	-9	-3	96	-3	2
COc1nc(Nc2cccc(C(F)(F)F)c2)nc(OC)n1	-0.1	5	-2	-1.4	-2	0	-16	95	-4	2
Cc1nc(SCc2nc3ccc(Br)cc3[nH]2)c2oc3ccccc3c2n1	0.2	-3	-7	0.6	3	6	-10	96	-5	-5
COCCNC(=O)C1(C)CCCN(Cc2cc(-c3ccccc3)on2)C1 (stereo not given)	0.2	-2	-3	-0.4	4	1	10	95	-8	1
O=C1c2ccccc2C(=O)c2c(/C=C/N3CCCCC3)ccnc21	2.3	3	-7	-1.9	2	7	-6	105	-6	-13
Cc1c(Cl)cccc1NC(=O)CCCn1nc([N+](=O)[O-])cc1C	0.0	-4	4	-0.4	1	3	5	97	-14	0
COc1ccc(C(c2nnnn2C2CCCC2)N2CCN(c3ccccc3)CC2)cc1 (stereo not given)	0.0	-2	-2	-1.6	7	3	9	103	.	-4
CCOC(=O)C1=C(C)N(C)C(C)=C(C(=O)OCC)C1c1ccc(C(=O)OC)cc1	0.2	-5	-1	0.5	-4	-8	6	101	-4	7
C/C(=C/CCC(C)(O)C1CC[C@@]2(C)[C@@H]3CC=C4[C@@H](CC[C@H](O[C@H]5O[C@@H](CO)[C@H](O)[C@@H](O)[C@@H]5O)C4(C)C)[C@]3(C)C(=O)C[C@]12C)CO[C@@H]1O[C@H](CO)[C@@H](O)[C@H](O)[C@H]1O (stereo not given in full)	0.0	5	17	0.1	-5	-1	-5	95	-7	3
O=C(COC(=O)/C=C/c1cccc(F)c1)Nc1ncccn1	0.0	0	-3	-0.2	15	-2	5	96	-7	1
CCOC(=O)C(C)Sc1snnc1C (stereo not given)	0.1	0	6	-2.1	-7	14	3	94	-5	0
OC[C@@H]1CN(Cc2ccccc2)C[C@H](n2cnc3c(N4CCOCC4)ncnc32)O1	0.7	6	11	0.0	0	3	0	105	-3	0
Cc1cc(C)c(S(=O)(=O)N2CCN(c3ccccn3)CC2)c(C)c1	0.1	-4	25	-0.4	-1	-8	-3	101	-17	-1
O=C(Nc1ccccc1)c1ccc(NCc2ccco2)c(S(=O)(=O)N2CCOCC2)c1	-0.2	-6	0	-2.6	1	?	5	95	-6	-6
O=C(CCN1C(=O)C2C3C=CC(C3)C2C1=O)Nc1ccc(F)cc1 (stereo not given)	0.2	2	-11	7.6	2	2	2	107	-3	1
Clc1ccc(-c2nnc(CSc3nnc(-c4cccs4)o3)o2)cc1	-0.2	2	3	0.8	7	-1	-20	98	-1	-2
Nc1ccn(C2OC(COC(=O)C34CC5CC(CC(C5)C3)C4)C(O)C2O)c(=O)n1 (stereo not given)	0.0	3	-4	4.8	-7	20	2	96	-7	-1
COC(=O)Cc1ccc(NC(=S)Nc2cccc(C)n2)cc1	1.3	5	3	-0.8	0	-5	-10	93	1	-2
COc1cc(C(=O)Nc2cccc(-c3cn4cccnc4n3)c2)cc(OC)c1OC	-0.5	1	0	0.0	-2	-4	26	95	-7	12
COc1nc(NCC(C)C)nc(Oc2ccc(OCc3ccccc3)nn2)n1	-0.2	2	3	-1.1	0	-11	9	107	-5	4
O=C(Nc1nc(-c2ccccn2)cs1)c1cc(Cl)ccc1[N+](=O)[O-]	-0.8	-7	-3	2.5	2	10	46	96	-3	-12
CC(C)(C)C(=O)Nc1ccc(C(=O)COC(=O)C2CC2)cc1	0.4	-5	4	-0.4	3	0	-6	97	-7	-4
